From PubChem
mIAP activ: increases mouse intestinal alkaline phosphatase activity; muIAP, CDP-Star luminescence, 30 min; hits give high values; 1 = vehicle-only enzyme signal, 0 = enzyme-free wells; activation factor at 10 µM; hit rate 0.24% among 330,000;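 active = activation factor of at least 2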; note: the source names both 10 and 20 µM as test concentration; values of inactives mirror those of a sister screen read the other way
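Assay system: mouse IAP enzyme; Reagent: CDP-Star chemiluminescent phosphatase substrate; Compound: DMSO-dissolved test compounds; Incubation: 30 min, room temperature; Technique: luminescence from enzymatic CDP-Star hydrolysis; Controls: DMSO-only wells and no-enzyme negative control.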
APOBEC3A inh: human APOBEC3A DNA deaminase inhibition | P31941 | recombinant A3A, FAM/TAMRA ssDNA deamination fluorescence | inhibition, % at 20 µM | hit rate 0.41% among 330,000 | AID 493011;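 active = at least 40% inhibition at 20 µM here, with at most 30% in a related deaminase screen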;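 note: plate controls were A3A with DMSO for no effect and wells lacking A3A enzyme for full effect; some results filed as inactive read as strong as hits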
Target sequence (P31941 whole entry, looked up): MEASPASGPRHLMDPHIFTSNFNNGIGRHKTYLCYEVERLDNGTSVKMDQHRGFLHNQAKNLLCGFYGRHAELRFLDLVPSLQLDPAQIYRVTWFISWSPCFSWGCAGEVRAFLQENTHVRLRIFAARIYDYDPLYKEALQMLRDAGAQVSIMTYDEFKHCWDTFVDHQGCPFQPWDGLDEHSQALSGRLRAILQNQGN
mIAP inh: mouse IAP inhibition | purified mouse IAP, CDP-Star luminescence, 30 min | inhibition, % at 10 µM | hit rate 0.2% among 330,000 | AID 2806;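 active = inhibition of at least 40% at 10 µM in the primary screen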;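 note: plate controls were DMSO with enzyme for no effect and no enzyme wells for full effect; values of inactives mirror those of a sister screen read the other way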
NALP3 yeast inh: blocks the NALP3 inflammasome reconstituted in yeast | Yeast reconstituted NLRP3/ASC/caspase-1, beta-gal luminescence, 24 h | inhibition, % at 10 µM | hit rate 0.39% among 330,000 | AID 2825;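 active = inhibition of 50% or more; inactive = inhibition below 50%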;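 note: plate controls were induced DMSO wells for no effect and uninduced yeast grown without galactose for full effect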
tim10-1 inh: inhibits growth of tim10-1 mutant yeast; S. cerevisiae tim10-1 ts strain growth, BacTiter-Glo, 24 h; inhibition, % at 20 µM; hit rate 2.2% among 330,000; AID 463190;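 active = inhibition of at least 40%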;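 note: mutant grown at 25 °C; 0% = DMSO wells with yeast and 100% = wells holding no yeast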
hIAP inh: human IAP inhibition; P09923; purified IAP, CDP-Star luminescence, 30 min; inhibition, % at 10 µM; hit rate 0.12% among 330,000; AID 2544;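 active = inhibition reaching a set limit with compound at 10 µM in the primary screen, cut at about 35% in these data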;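 note: plate controls were DMSO wells with enzyme for no effect and no-enzyme buffer wells for full effect; values of inactives mirror those of a sister screen read the other way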
Target sequence (P09923 whole entry, looked up): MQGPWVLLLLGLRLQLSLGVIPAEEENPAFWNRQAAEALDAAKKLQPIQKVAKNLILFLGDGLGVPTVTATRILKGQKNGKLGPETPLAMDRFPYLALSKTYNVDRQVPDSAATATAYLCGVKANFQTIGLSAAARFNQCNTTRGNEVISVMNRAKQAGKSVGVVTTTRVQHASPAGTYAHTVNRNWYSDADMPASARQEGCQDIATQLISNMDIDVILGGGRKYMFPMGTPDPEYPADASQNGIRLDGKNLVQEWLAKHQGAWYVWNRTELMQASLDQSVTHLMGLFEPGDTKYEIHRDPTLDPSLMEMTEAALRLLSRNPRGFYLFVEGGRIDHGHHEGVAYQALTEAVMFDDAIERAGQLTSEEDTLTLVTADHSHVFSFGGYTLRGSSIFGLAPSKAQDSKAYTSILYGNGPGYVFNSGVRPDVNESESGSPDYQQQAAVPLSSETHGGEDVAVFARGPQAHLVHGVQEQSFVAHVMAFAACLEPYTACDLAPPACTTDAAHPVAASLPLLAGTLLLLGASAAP
MIN6 prolif: induces beta-cell replication in MIN6 cells; MIN6 cells proliferation, ATPlite luminescence, 48 h; cells starved in 0.2% serum; 100% = growth in 10% serum; proliferation, % at 10 µM; hit rate 0.29% among 330,000;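 active = compounds whose signal lies at least 3.5 SD above the mean of all wells on their plate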;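 note: 0% = DMSO-treated cells in low-serum medium and 100% = 10% serum control; some compounds called inactive have numbers as strong as hits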
APOBEC3G inh: inhibitors of human APOBEC3G DNA deaminase | Q9HC16 | recombinant A3G, ssDNA deamination FAM/TAMRA fluorescence | inhibition, % at 20 µM | hit rate 0.28% among 330,000 | AID 493012;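 active = inhibition of at least 40% at 20 µM, with no more than 30% in the related APOBEC3A deaminase screen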;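 note: plate controls were DMSO wells with A3G for no effect and wells lacking A3G enzyme for full effect; some compounds called inactive have numbers as strong as hits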
Target sequence (Q9HC16 whole entry, looked up): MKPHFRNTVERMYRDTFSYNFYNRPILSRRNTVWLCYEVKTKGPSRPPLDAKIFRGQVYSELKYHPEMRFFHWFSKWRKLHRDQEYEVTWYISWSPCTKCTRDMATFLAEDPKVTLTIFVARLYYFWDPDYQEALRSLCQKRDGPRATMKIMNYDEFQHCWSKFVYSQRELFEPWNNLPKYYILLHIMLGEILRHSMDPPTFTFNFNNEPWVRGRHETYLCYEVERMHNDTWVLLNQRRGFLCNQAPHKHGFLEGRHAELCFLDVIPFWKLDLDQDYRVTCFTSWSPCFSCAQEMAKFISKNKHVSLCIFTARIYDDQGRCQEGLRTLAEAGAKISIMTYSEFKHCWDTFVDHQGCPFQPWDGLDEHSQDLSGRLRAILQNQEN
TIM10 inh: inhibits growth of TIM10 yeast strain | S. cerevisiae TIM10 strain growth, BacTiter-Glo luminescence, 24 h | inhibition, % at 10 µM | hit rate 1.4% among 330,000 | AID 463195;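 active = inhibition of 40% or more at the single tested concentration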;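 note: wild-type TIM10 isogenic control strain grown at permissive 25 °C; 0% = DMSO yeast wells and 100% = minimal medium wells without yeast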
The depositor's hits bear a star; . = no result given. Outcome played no part in choosing rows. Share with any hit: about 4.6%.

SMILES | mIAP activ | APOBEC3A inh | mIAP inh | NALP3 yeast inh | tim10-1 inh | hIAP inh | MIN6 prolif | APOBEC3G inh | TIM10 inh
O=C1CC(c2ccccc2)Cc2nc(N3CCc4ccccc43)ncc21 (stereo not given) | 1.1 | -2 | -7 | 14 | 15 | -15 | -2 | -6 | 7
COc1ccc(N(CC(=O)NCc2ccc(C)cc2)S(=O)(=O)c2c(C)nn(C)c2C)cc1 | 0.93 | 0 | 7 | 12 | 17 | -26 | 1 | -2 | 7
CCN(CCNc1ccc(Cl)cc1[N+](=O)[O-])C(=O)c1cc([N+](=O)[O-])c(N(C)C)cc1OC | 0.85 | 0 | 15 | 7 | 12 | 27 | 3 | -6 | 12
O=C(Nc1ccccc1)c1nc[nH]c1C(=O)NCCCNC(=O)c1[nH]cnc1C(=O)Nc1ccccc1 | 1.1 | -3 | -13 | 0 | 1 | -96 | 0 | -8 | -5
O=C(OCCCCN1C(=O)c2ccccc2C1=O)c1ccc(Br)o1 | 0.94 | -2 | 6 | 42 | 6 | 7 | 1 | -1 | -16
Cc1ccccc1S(=O)(=O)/N=C(/c1ccccc1)N1CCOCC1 | 1 | -2 | -1 | 5 | -4 | 7 | -2 | -5 | 5
COC(=O)c1ccccc1NC(=S)N(Cc1ccc2c(c1)OCO2)Cc1cc2ccc(C)cc2[nH]c1=O | 0.98 | -5 | 2 | 20 | 14 | -17 | 0 | -7 | 28
O=C(Nc1ccc(Cl)cc1)C1CC2CCCC(C1)C2=O (stereo not given) | 1 | -2 | -3 | -1 | 13 | -5 | -3 | -3 | 15
COc1ccc(/C=C/C(=O)NC2CCCCC2C)cc1 (stereo not given) | 0.91 | -1 | 9 | 14 | 5 | -5 | 3 | -1 | 8
O=C(NCCC1=CCCCC1)C(=O)NCC1OCCCN1S(=O)(=O)c1cc(F)ccc1F (stereo not given) | 1.1 | 0 | -6 | 7 | 28 | 14 | -2 | -1 | 10
Nc1cccc(C#Cc2ccc3c(=O)c4ccccc4oc3c2)c1 | 0.98 | 0 | 2 | 15 | -5 | 0 | -2 | -3 | -5
CCOC(=O)c1ccc(N(C(=O)c2ccco2)C(C(=O)NC2CCCCC2)c2ccncc2)cc1 (stereo not given) | 0.97 | -2 | 3 | 16 | 9 | 13 | -1 | -6 | 20
COc1ccccc1C1CC(c2c(-c3ccccc3)c3cc(Cl)ccc3[nH]c2=O)=NN1S(C)(=O)=O (stereo not given) | 0.92 | -3 | 8 | 13 | 16 | -2 | -7 | -5 | 13
COC(=O)c1cc2occc2n1CC(=O)Nc1ccc(OC)c(OC)c1 | 0.96 | 0 | 4 | 13 | 7 | -10 | -3 | -2 | 1
Cc1ccc(CNS(=O)(=O)c2cc3c4c(c2)C(C)C(=O)N4CCC3)cc1 (stereo not given) | 0.95 | -7 | 5 | -4 | 13 | -12 | -3 | -9 | 2
CCCNC(=O)CCCCn1c(=S)[nH]c2c([nH]c3ccc(OC)cc32)c1=O | 0.95 | 1 | 5 | 20 | -34 | 4 | -4 | -8 | -10
C[C@]1(C(=O)NCc2cc(F)cc(C(F)(F)F)c2)C=C[C@@H](Cc2ccccc2)N1C(=O)c1ccccc1 | 1 | -4 | -4 | 14 | 24 | 4 | -7 | -8 | 10
Cc1ccc2oc(=O)n(Cc3ccc(F)cc3)c2c1 | 0.96 | -3 | 4 | -20 | 0 | 7 | 3 | -9 | -3
CC1=CC2=NC(=O)/C(=C/c3cccs3)C(=N)N2O1 | 0.97 | 1 | 2 | 9 | -14 | -26 | -3 | 4 | -7
COC(=O)c1c(NC(=O)C(C)C)sc(C(=O)N2CCOCC2)c1C | 0.96 | 3 | 4 | 20 | 0 | 18 | 0 | -3 | -8

2 entries drawn at random from the list so far, as already listed:
SMILES | mIAP activ | APOBEC3A inh | mIAP inh | NALP3 yeast inh | tim10-1 inh | hIAP inh | MIN6 prolif | APOBEC3G inh | TIM10 inh
O=C(NCCC1=CCCCC1)C(=O)NCC1OCCCN1S(=O)(=O)c1cc(F)ccc1F (stereo not given) | 1.1 | 0 | -6 | 7 | 28 | 14 | -2 | -1 | 10
CC1=CC2=NC(=O)/C(=C/c3cccs3)C(=N)N2O1 | 0.97 | 1 | 2 | 9 | -14 | -26 | -3 | 4 | -7

(further entries)
SMILES | mIAP activ | APOBEC3A inh | mIAP inh | NALP3 yeast inh | tim10-1 inh | hIAP inh | MIN6 prolif | APOBEC3G inh | TIM10 inh
CC(C)[C@@H](C(=O)N1CCNCC1)n1cc(CCO)nn1 | 0.99 | -3 | 0 | -10 | -19 | 6 | 1 | -7 | -13
COC(=O)[C@@]1(C)[C@H]2C(=O)N(Cc3ccccc3)C(=O)[C@H]2[C@H]2CN=C(SCc3ccc(C#N)cc3)N21 | 0.92 | 3 | 8 | . | 19 | . | . | 4 | 7
Cc1ccc(NC(=S)N2CCN(c3ncccn3)CC2)c(C)c1 | 1.1 | -2 | -9 | 21 | 15 | -13 | 3 | 1 | 19
COC(=O)c1ccc(C(=O)OC)c(NS(=O)(=O)c2ccc(NC(C)=O)cc2)c1 | 1 | -5 | -5 | -4 | 15 | -22 | -3 | -8 | 9
Cc1cc(Nc2cccc(Cl)c2Cl)n2ncnc2n1 | 0.91 | -2 | 9 | 17 | -4 | -21 | -1 | 0 | -10
Cn1nc(C(=O)NCCc2ccc(S(N)(=O)=O)cc2)c2ccccc2c1=O | 0.98 | 7 | 2 | 3 | 2 | -14 | -3 | -1 | 1
O=C(COC(=O)c1cncc(Br)c1)NC1CCCCC1 | 1.1 | -2 | -7 | 25 | -1 | 4 | -2 | -16 | -22
COc1ccc2nc(N3C(=O)C(O)=C(C(=O)c4ccco4)C3c3ccccc3OC)sc2c1 (stereo not given) | 0.91 | -5 | 9 | 1 | 19 | 2 | -1 | -5 | -5
Cc1nn(C)c(C(=O)Nc2ccc(Cn3cccn3)cc2)c1[N+](=O)[O-] | 1.1 | 0 | -7 | 0 | 13 | 8 | -2 | -5 | -7
c1ccc(-n2nnnc2NC2CCCCCC2)cc1 | 1.2 | 0 | -25 | 16 | 9 | 5 | -1 | -3 | -6
CS(=O)(=O)c1nc2ccccc2n1Cc1ccccc1 | 1.1 | -3 | -8 | -11 | 24 | -4 | -2 | -4 | 13
O=C1/C(=C/c2ccncc2)SC(=S)N1Cc1ccccc1 | 0.88 | -4 | 12 | 10 | -11 | -41 | -3 | -8 | 12
COc1ccccc1C(=O)NCC(c1ccco1)N1CCc2ccccc21 (stereo not given) | 0.98 | -2 | 2 | 16 | 26 | -20 | 4 | -2 | -15
CC(C)c1c(C(=O)N/N=C/c2ccoc2)nnn1-c1nonc1N | 0.89 | -1 | 11 | 1 | 9 | 17 | 0 | 0 | 0
CCN(CC)S(=O)(=O)c1ccc(C(=O)NNC(=O)c2csc(N3CCOCC3)n2)cc1 | 0.91 | 0 | 9 | 6 | -9 | -66 | 1 | -3 | -1
Cc1ccc(S(=O)(=O)NNC(=O)c2ccncc2)cc1 | 1.5 | 1 | -55 | -2 | 8 | -44 | 0 | -5 | -4
O=S(=O)(Cc1ccccc1)Cc1cnc(Cl)s1 | 1.2 | 0 | -18 | 1 | 18 | -3 | -1 | 3 | -9
COC(=O)c1ccccc1NC(=O)Nc1cc(C)ccn1 | 1.1 | -4 | -7 | 11 | 3 | -12 | -3 | -8 | 0
COc1ccc(NC(=O)COC(=O)c2ccc(OCc3ccc(Cl)cc3Cl)c(OC)c2)c(OC)c1 | 0.9 | -1 | 10 | 1 | 5 | -7 | -3 | 0 | -3
O=C(c1ccco1)N1CCN(S(=O)(=O)c2ccc(Cl)cc2)CC1 | 1 | -5 | -1 | 18 | -1 | 4 | -4 | -7 | 6

Shown with values under each structure: 2 of the compounds above.
Values in the order – mIAP activ | APOBEC3A inh | mIAP inh | NALP3 yeast inh | tim10-1 inh | hIAP inh | MIN6 prolif | APOBEC3G inh | TIM10 inh
c1ccc(-n2nnnc2NC2CCCCCC2)cc1
 : 1.2 | 0 | -25 | 16 | 9 | 5 | -1 | -3 | -6
CS(=O)(=O)c1nc2ccccc2n1Cc1ccccc1
 : 1.1 | -3 | -8 | -11 | 24 | -4 | -2 | -4 | 13

(further entries)
SMILES,mIAP activ,APOBEC3A inh,mIAP inh,NALP3 yeast inh,tim10-1 inh,hIAP inh,MIN6 prolif,APOBEC3G inh,TIM10 inh
CCN1CCN(C(=S)Nc2ccc(Cl)c(Cl)c2)CC1,0.98,0,2,8,-4,9,-2,0,4
O=C(CNC(=O)c1cccs1)OCC(=O)c1ccc2ccccc2c1,0.98,-5,2,-2,40*,-23,-3,-5,38
COc1ccc(C2CC(c3ccc(Br)cc3)=NN2C(=S)Nc2ccccc2)cc1 (stereo not given),1,-3,-4,-1,16,-8,-2,-5,16
Cc1cc(C)n2cc(CSc3nc4ccccc4[nH]3)nc2n1,0.91,1,9,11,6,-6,0,1,4
Cc1onc(-c2ccccc2Cl)c1C(=O)NCCN1Cc2ccccc2C1=O,0.96,0,4,-6,4,-3,1,-4,4
Cc1ccc(C(=O)NCCCC(=O)O)o1,0.95,-2,5,5,5,13,3,-3,9
CC(=O)Nc1ccc(OS(=O)(=O)c2ccc(C(C)(C)C)cc2)cc1,1.1,-4,-5,22,34,0,2,-3,39
COc1cc(NC(=O)c2ccc3c(c2)OCO3)ccc1NC(=O)c1ccco1,1,-3,0,9,5,15,1,-2,15
O=C(CSc1n[nH]c(-c2cccnc2)n1)OC1CCCCC1,1,1,-4,-3,2,8,-5,-2,-2
COc1cc(NC(=O)c2ccco2)c(OC)cc1NC(=O)Nc1ccc(Cl)cc1,1.1,3,-10,9,18,-7,-2,-2,9

Structures shown so far that have a nitro group on carbon (2):
SMILES,mIAP activ,APOBEC3A inh,mIAP inh,NALP3 yeast inh,tim10-1 inh,hIAP inh,MIN6 prolif,APOBEC3G inh,TIM10 inh
CCN(CCNc1ccc(Cl)cc1[N+](=O)[O-])C(=O)c1cc([N+](=O)[O-])c(N(C)C)cc1OC,0.85,0,15,7,12,27,3,-6,12
Cc1nn(C)c(C(=O)Nc2ccc(Cn3cccn3)cc2)c1[N+](=O)[O-],1.1,0,-7,0,13,8,-2,-5,-7

Next results.
SMILES,mIAP activ,APOBEC3A inh,mIAP inh,NALP3 yeast inh,tim10-1 inh,hIAP inh,MIN6 prolif,APOBEC3G inh,TIM10 inh
O=C(OCCCOC(=O)c1ccc(O)cc1)c1ccc(O)cc1,0.97,-1,3,14,6,-5,2,-3,8
Cc1cc2oc(=O)cc(Cn3ccnc3)c2cc1O,0.98,-1,2,2,-12,6,-1,3,9
Cc1ccc(NC(=O)CN2C(=O)c3ccccc3C2=O)cc1,1.1,-1,-5,22,-7,-16,-1,4,-11
COc1ccc2sc3ccccc3c(=O)c2c1,1,-1,-2,24,9,10,0,-2,26
Cc1c(O)c2cccnc2[nH]c1=O,1.2,-3,-16,-7,-8,-8,0,-10,-15
O=C(COC(=O)CNC(=O)c1ccccc1)Nc1nc(-c2ccccc2)cs1,0.99,2,1,1,-11,16,-1,-3,9
Cc1cc(C)cc(N(CCC#N)C(=O)COC(=O)CNC(=O)c2sc3ccccc3c2Cl)c1,1.1,2,-6,-3,7,4,2,-8,15
O=C(c1ccccc1)c1ccccc1C(=O)N1CCCC1,1.1,1,-5,-6,23,-14,3,-1,16
CCCn1c(=O)c(C(=O)NC(C)c2ccccc2)c(O)c2ccccc21 (stereo not given),0.91,-6,9,30,-34,10,-3,-7,-23
CCOc1ccc(C(=S)N2CCCC2)c(OCC)c1,1,-1,-1,15,14,4,-2,31,1
C[C@H](NC(=O)CCC1CCC(=O)N1)c1ccccc1 (stereo not given in full),1,-1,-3,9,-15,-1,0,-11,7
